GLP-1R inv ag: acts as inverse agonist at human GLP-1 receptor; HEK293 GLP-1R CRE-luciferase, luminescence, 24 h; GLP-1R form is constitutively active; Potency, µM (highest dose often 38.3 µM), for the others: at the top dose activity change, negative = inhibition, usual class: inhibitors; 1.6% of 410,000 active; AID 624417; further: potency means the concentration at half of the fitted maximal effect; on the % scale 0 is the no-effect control and ±100 the full control effect; nearly all actives have a fitted effect of over 55% in size
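Assay principle: reduced luminescence from a cAMP-responsive reporter in HEK293 cells co-expressing a constitutively active GLP-1R. Conditions: 24 hr compound incubation, 37 deg C, 5% CO2.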
GLP1R cytotox: cytotoxic in the GLP-1 receptor inverse agonist counter-screen | HEK293 cAMP-luciferase reporter cells, luminescence, 24 h | 0.13% of 410,000 active | Potency, µM (series often up to 38.3 µM), for inactives: at the highest dose activity change, negative = inhibition, most hits filed as inhibitors;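 further: loss of luciferase light is scored as toxicity; potency means the concentration at half of the fitted maximal effect; on the % scale 0 is the no-effect control and ±100 the full control effect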
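A 23 nL compound transfer followed 12 hours of cell culture at 37 deg C; exposure then lasted 24 hr. Luciferase assay detection reagent was dispensed and plates read for luminescence after a 12 min room-temperature wait.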
D3 ag: D3 dopamine receptor (human) agonism; AID 652048; 0.58% of 410,000 active; P35462; D3R DiscoveRx beta-arrestin cells, luminescence, 90 min; max activation, %; in the data active means max activation above about 30%; further: 0% is about no effect; mostly tested at two doses, the higher about 12 µM
Target sequence (P35462 whole entry, looked up): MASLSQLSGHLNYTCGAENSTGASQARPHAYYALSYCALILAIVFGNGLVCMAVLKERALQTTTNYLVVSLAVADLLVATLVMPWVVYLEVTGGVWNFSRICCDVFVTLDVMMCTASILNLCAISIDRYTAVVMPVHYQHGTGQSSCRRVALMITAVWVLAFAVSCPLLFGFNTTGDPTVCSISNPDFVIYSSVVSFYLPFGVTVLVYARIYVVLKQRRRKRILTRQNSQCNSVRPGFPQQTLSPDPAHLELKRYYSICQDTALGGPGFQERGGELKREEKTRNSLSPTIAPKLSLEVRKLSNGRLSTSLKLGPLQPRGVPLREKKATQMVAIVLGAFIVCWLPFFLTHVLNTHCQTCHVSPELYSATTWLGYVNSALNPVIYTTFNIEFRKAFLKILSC
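Agonist mode: compounds and dopamine controls were applied to plated cells for 90 min at 37 degrees C after an overnight attachment at 1500 cells/well. Luminescent read-out followed 30 - 60 minutes at room temperature with DiscoveRx detection reagent.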
PI5P4K alpha inh: blocks human PI5P4K alpha kinase activity; PI5P4Kalpha enzyme, ADP-Glo luminescence, 60 min; active compounds read low; P48426; 1.2% of 330,000 active; AID 652105; max response, %; active means max response of -50% or lower; inconclusive means between -30% and -50%; inactive means -30% or higher; further: value at the top dose of about 77 µM; on the % scale 0 is the no-effect control and ±100 the full control effect
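ADP-Glo luminescence end-point read after a 60 min room-temperature kinase reaction of PI5P4Kalpha plus substrate, initiated with ATP at 5 microM final. Buffer: 0.038 M HEPES pH 7.4, EGTA, 0.1% CHAPS, 5% DMSO.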
IL-2 act: IL-2 activation | activation, % (series mostly up to about 46 µM) | AID 652025 | IL-2 activation reporter assay, cell-based qHTS; stimulated with anti-CD3/CD4/CD28 beads; in transgenic mouse T cells | 0.065% of 360,000 active; in the data active means activation above about 50%; inconclusive means mostly about 30% to 49%; further: 0% is about no effect
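Unstimulated transgenic mouse T cells, 750 per well, received compound and, after 60 minutes, anti-CD3/anti-CD4 bead plus anti-CD28 stimulation. EGFP and DsRed were quantified after 18 hours.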
DRD3 antagonist: D3 dopamine receptor (human) antagonism | P35462 | D3R cells, DiscoveRx beta-arrestin luminescence, antagonist mode; active compounds read low | max response, negative = inhibition, % | 2.5% of 360,000 active | AID 652054; in the data active means max response below about -50%; inconclusive means no clear call, values can overlap the other calls; further: on the % scale 0 is the no-effect control and ±100 the full control effect; mostly tested at two doses, the higher about 12 µM
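Cells plated overnight at 1500 cells/well, then exposed to library compounds with dopamine controls for 90 minutes at 37 degrees C. DiscoveRx reagent added for 30–60 minutes at room temperature; luminescence read, quantitative HTS format.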
PLK1 PBD inh: PLK1 (human) polo-box domain binding inhibition | P53350 | AID 720504 | Plk1 PBD binding of FITC phosphopeptide, fluorescence polarization | Potency, µM, for the others: max response, negative = inhibition, most hits filed as inhibitors | 2.8% of 360,000 active; further: potency means the concentration at half of the fitted maximal effect; series mostly up to about 57 µM; on the % scale 0 is the no-effect control and ±100 the full control effect; nearly all actives have a fitted effect of over 65% in size
Target sequence (P53350 whole entry, looked up, the tested form may be a part): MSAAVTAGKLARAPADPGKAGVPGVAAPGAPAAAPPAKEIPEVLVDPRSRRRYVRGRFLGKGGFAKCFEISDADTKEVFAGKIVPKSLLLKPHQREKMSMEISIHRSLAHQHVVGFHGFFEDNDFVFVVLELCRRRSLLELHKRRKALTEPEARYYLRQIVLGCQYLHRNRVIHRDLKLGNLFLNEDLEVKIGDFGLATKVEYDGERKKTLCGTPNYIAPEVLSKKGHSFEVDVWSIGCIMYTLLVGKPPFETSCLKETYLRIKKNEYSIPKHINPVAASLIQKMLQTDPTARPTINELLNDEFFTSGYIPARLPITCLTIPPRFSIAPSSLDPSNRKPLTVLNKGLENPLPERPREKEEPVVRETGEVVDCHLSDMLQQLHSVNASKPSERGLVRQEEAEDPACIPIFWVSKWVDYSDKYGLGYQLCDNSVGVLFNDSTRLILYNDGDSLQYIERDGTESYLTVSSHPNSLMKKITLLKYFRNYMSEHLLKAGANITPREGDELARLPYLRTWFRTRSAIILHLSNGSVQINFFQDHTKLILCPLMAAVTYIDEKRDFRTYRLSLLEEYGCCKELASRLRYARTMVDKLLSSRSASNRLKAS
WRN helicase inh: inhibitors of human WRN helicase; WRN helicase unwinding, fluorescent forked duplex, kinetic; Potency, µM (series often up to 114 µM), for the others: at the highest dose activity change, negative = inhibition, actives largely listed as inhibitors; 0.46% of 360,000 active; AID 651768; further: potency means the concentration at half of the fitted maximal effect; on the % scale 0 is the no-effect control and ±100 the full control effect; nearly all actives have a fitted effect of over 55% in size
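Kinetic fluorescence helicase assay: unwinding of a quenched forked DNA duplex (100 nM final) with 2 mM ATP final raises red fluorescence (525/598 nm). Compounds sat 15 min at room temperature with 20 nM WRN beforehand.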
GLP1R ag: GLP-1 receptor (human) agonism | AID 624172 | P43220 | Potency, µM (series often up to 45.6 µM), for the others: at the top dose activation, usual class: activators | 0.007% of 380,000 active | HEK293 GLP-1R CRE-luciferase, luminescence, 4-6 h; cells express a hypersensitive GLP-1R form; further: potency means the concentration at half of the fitted maximal effect; % of control where 0% means no effect
An asterisk follows results filed as active; ? = inconclusive; / = not tested or not shown; & = joins results of further samples; [ ] = another dose, or the depositor's remark. Unless noted, the call rests on the fitted dose curve; in most records, active means well fitted curve in the direction sought with a large enough effect; inconclusive means small, poorly fitted or top-dose-only effect, or another doubt; inactive means no such curve, though single readings can be large; an effect the other way counts as inactive or inconclusive.

SMILES	GLP-1R inv ag	GLP1R cytotox	D3 ag	PI5P4K alpha inh	IL-2 act	DRD3 antagonist	PLK1 PBD inh	WRN helicase inh	GLP1R ag
O=Cc1cn(-c2ccccc2)nc1-c1cccc([N+](=O)[O-])c1	3%	-24%	3	3	-2.5	27	-7%	8%	9%
CCOC(=O)CC1(NC(=O)C2CCC(=O)N(CCc3ccccc3)C2)CCCCC1 (configuration not stated)	4%	-9%	-3	-4	-0.3	-12	-11%	-2%	0%
COc1cc(CCC(=O)Nc2ccc(Cl)c(C(F)(F)F)c2)cc(OC)c1OC	?	-18%	4	12	-0.6	26	1%	-3%	-2%
CCCOc1ccc(N2C(=O)CC(N3CCN(CCN=CC4C(=O)CC(C)(C)CC4=O)CC3)C2=O)cc1 (configuration not stated)	11%	-7%	3	1	-0.6	1	-3%	3%	?
Cc1ccc(S(=O)(=O)Nc2ccccn2)c(C)c1	7%	1%	1	8	-2.9	-12	-6%	3%	-7%
CC1=C(C(=O)OCc2ccccc2)C(c2ccc([N+](=O)[O-])cc2)NC(=O)N1CCCCCC(=O)O (configuration not stated)	3%	-32%	3	?	0.7	-29	-3%	-1%	6%
CCOCC(=O)Nc1c(C(=O)Nc2ccc3c(c2)OCO3)oc2ccccc12	-3%	0%	2	-9	-2.5	-1	-6%	-2%	-4%
CC(=O)c1ccc(OCCCC(=O)NCC(c2ccco2)N(C)C)cc1 (configuration not stated)	4%	15%	-6	/	-2.4	?	-8%	-3%	-4%
COc1ccc(S(=O)(=O)N2CCOCC2)cc1NC(=O)c1c(-c2ccccc2)noc1C	23%	12%	-4	4	1.6	4	-8%	?	5%
O=C(NCc1ccccc1)C1=C[C@@H](c2ccc3c(c2)OCO3)C[C@@H](OCc2ccc(CO)cc2)O1	-29%	1%	-8	-9	-0.3	-12	1%	-12%	8%
O=C1c2ccccc2S(=O)(=O)c2cc(C(=O)N3CCN(C(=O)c4ccccc4)CC3)ccc21	30%[activator]	6%	11	-3	0.2	39	-9%	6%	9%
O=C(COc1ccc(Br)cc1)OCc1nnc(-c2ccccc2)o1	11%	-8%	-3	-7	2.5	-1	-13%	-9%	-8%
NC(=O)OCC(O)COc1ccc(Cl)cc1 (configuration not stated)	7%	1%	5&5	-1	0.5	9	-1%	1%	6%
CC(C)CN1CCNC(=O)C1CC(=O)N(C)CC1CCOCC1 (configuration not stated)	9%	0%	-14	?	-2.8	-2	-13%	1%	5%
O=C(O)CCn1c(C(=O)O)cc2sccc21	0%	-10%	3	4	4.2	22	-21%	0%	-10%
CSc1ncccc1C(=O)Nc1ccc(S(=O)(=O)N2CCCC2)cc1	-13%	-9%	-13	2	0.7	-2	-2%	12%	-1%
COc1cc2nc(CN(C)Cc3ccc(OC)c(OC)c3OC)[nH]c(=O)c2cc1OC	8%	6%	0	6	-2.0	15	-1%	2%	-2%
O=C(O)COc1ccccc1Cc1ccccc1	-14%	14%	-7	7	-0.3	-16	-11%	1%	0%
O=C(CSc1ccccn1)Nc1ccc2c(c1)OCCO2	-5%	1%	-14	0	-3.6	-9	-12%	-4%	8%
CCC1(c2ccc(C)cc2)NC(=O)N(CC(=O)Nc2cccc(S(=O)(=O)N3CCCC3)c2)C1=O (configuration not stated)	?	0%	-4	-2	0.4	6	-9%	-1%	7%
Cc1ccc(-c2cc(C(=O)OCn3nnc4ccccc4c3=O)c3ccccc3n2)cc1	6%	1%[1.53 µM]	4	-2	0.5	17	2%	-3%[57.1 µM]	0%
O=C(NC(=S)Nn1cnc2c(cnn2-c2ccccc2)c1=O)c1ccccc1	2%	10%[1.53 µM]	-1	2	-0.3	-9	-14%	-31%[57.1 µM]	0%
COC(=O)[C@@]12C[C@@H](CC(=O)NCCC(C)C)C(=O)N(CCc3ccc(OC)c(OC)c3)C1=CCC(C)(C)C2	-15%	0%	-6	7	-0.8	-3	-7%	-10%	/
O=C(COC(=O)Cc1ccc(Cl)cc1Cl)Nc1ccc(OC(F)F)cc1	-10%	-4%	1	28	0.1	0	5%	-26%	1%
CC(OC(=O)CNC(=O)c1ccc2ccccc2c1)C(=O)N(C)C1CCCCC1 (configuration not stated)	-1%	-1%	0	5	-2.5	5	3%	-4%	11%

Ordered by SMILES length (smallest number first): part of the list above.
SMILES	GLP-1R inv ag	GLP1R cytotox	D3 ag	PI5P4K alpha inh	IL-2 act	DRD3 antagonist	PLK1 PBD inh	WRN helicase inh	GLP1R ag
O=C(O)COc1ccccc1Cc1ccccc1	-14%	14%	-7	7	-0.3	-16	-11%	1%	0%
NC(=O)OCC(O)COc1ccc(Cl)cc1 (configuration not stated)	7%	1%	5&5	-1	0.5	9	-1%	1%	6%
Cc1ccc(S(=O)(=O)Nc2ccccn2)c(C)c1	7%	1%	1	8	-2.9	-12	-6%	3%	-7%
O=C(COc1ccc(Br)cc1)OCc1nnc(-c2ccccc2)o1	11%	-8%	-3	-7	2.5	-1	-13%	-9%	-8%
CSc1ncccc1C(=O)Nc1ccc(S(=O)(=O)N2CCCC2)cc1	-13%	-9%	-13	2	0.7	-2	-2%	12%	-1%
O=Cc1cn(-c2ccccc2)nc1-c1cccc([N+](=O)[O-])c1	3%	-24%	3	3	-2.5	27	-7%	8%	9%
O=C(NC(=S)Nn1cnc2c(cnn2-c2ccccc2)c1=O)c1ccccc1	2%	10%[1.53 µM]	-1	2	-0.3	-9	-14%	-31%[57.1 µM]	0%
CC(OC(=O)CNC(=O)c1ccc2ccccc2c1)C(=O)N(C)C1CCCCC1 (configuration not stated)	-1%	-1%	0	5	-2.5	5	3%	-4%	11%
O=C1c2ccccc2S(=O)(=O)c2cc(C(=O)N3CCN(C(=O)c4ccccc4)CC3)ccc21	30%[activator]	6%	11	-3	0.2	39	-9%	6%	9%
CCC1(c2ccc(C)cc2)NC(=O)N(CC(=O)Nc2cccc(S(=O)(=O)N3CCCC3)c2)C1=O (configuration not stated)	?	0%	-4	-2	0.4	6	-9%	-1%	7%
CCCOc1ccc(N2C(=O)CC(N3CCN(CCN=CC4C(=O)CC(C)(C)CC4=O)CC3)C2=O)cc1 (configuration not stated)	11%	-7%	3	1	-0.6	1	-3%	3%	?
CC1=C(C(=O)OCc2ccccc2)C(c2ccc([N+](=O)[O-])cc2)NC(=O)N1CCCCCC(=O)O (configuration not stated)	3%	-32%	3	?	0.7	-29	-3%	-1%	6%

Next part.
SMILES	GLP-1R inv ag	GLP1R cytotox	D3 ag	PI5P4K alpha inh	IL-2 act	DRD3 antagonist	PLK1 PBD inh	WRN helicase inh	GLP1R ag
COc1ccc(N2CCN(C(=O)CCS(=O)(=O)c3ccc4c(c3)NC(=O)C(C)S4)CC2)cc1 (configuration not stated)	-16%	-10%	3	0	-3.5	-4	-24%	-6%	-6%
O=c1oc2ccccc2c2c1C(O)CO2 (configuration not stated)	31%[activator]	6%	0	-2	-3.1	-13	-6%	0%	8%
CCOC(=O)c1c(C)[nH]c(C)c1C(=O)COC(=O)c1ccc(O)cc1	-19%	-5%	2	5	-2.3	5	1%	-3%	6%
c1ccc(-c2nnc(C(c3ccccc3)c3ccccc3)o2)cc1	?	8%	4	1	0.1	13	3%	-22%	6%
O=S(=O)(c1ccc2nc(N3CCN(c4ccccc4)CC3)ccc2c1)N1CCCCC1	1%&21%	0%&1%	-5&3	0	1.1	-14	-15%	4%	3%
COc1ccc(NC(=O)c2cc(C)no2)cc1	7%	-2%	5	-1	-1.8	6	5%	5%	-2%
CCOc1ccc(C2C(C(=O)c3cccs3)=C(O)C(=O)N2Cc2cccnc2)cc1 (configuration not stated)	0%[7.66 µM]	5%[7.66 µM]	2	3	0.6	-18	-10%	18%	0%
O=C(NCCCN1CCCC1=O)c1cccc(S(=O)(=O)Nc2ccc(F)cc2)c1	6%	16%	4	4	-3.6	-5	-11%	0%	-3%
O=C(CN1CCN(c2ncccn2)CC1)N1CCCC1	7%	-4%	0	5	2.1	-4	3%	-6%	-1%
Nc1nc(SCC(=O)c2cc(F)ccc2F)n[nH]1	0%	-3%	1	-9	0.0	-2	-6%	-3%	-5%
COc1ccc(/C=N/NC(=O)c2nn(-c3ccc(C)c(C)c3)c(=O)c3ccccc23)cc1	-10%	-25%	5	-1	0.6	58	-4%	-14%	-10%
COCc1cc(C)nc(OCC(=O)N/N=C/c2ccc(O)cc2)c1C#N	12%	6%	-4	2	1.5	0	0%	-14%	-1%
O=C(Nc1ccccn1)C(=O)Nc1ccccn1	-24%	-16%	5	-20	1.3	-9	-5%	-12%	0%
O=C(CCCc1c[nH]c2ccccc12)NCC1COc2ccccc2O1 (configuration not stated)	?	-3%	-3	-7	0.7	6	-4%	-9%	4%
Cc1ccc2c(c1)C(N1CCCC1=O)CC(c1ccco1)N2 (configuration not stated)	11%	76%[activator]	-2	?	-0.2	-17	?	-1%	-29%
COc1ccccc1Cc1c(-c2ccc(Cl)cc2)nc2c3ccccc3ccn12	10%	3%	-6	3	-0.5	7	-6%	1%	5%
O=C(NNC(=O)c1cc2cc(OC(F)(F)F)ccc2[nH]1)c1cccc(C(F)(F)F)c1	-27%	-6%	-2	0	-0.6	-13	-17%	-16%	5%
CCCCOc1ccc(C(=O)NCC(=O)NCCOc2ccccc2OC)cc1	-23%	7%	0	2	0.1	-10	-13%	-2%	6%
C(=N\N(Cc1ccccc1)c1ccccc1)/c1ccco1	?	-11%	6	13	-2.8	1	-4%	-8%	10%
CCN(CC)CCN=CC1=C(O)CNC1=O	1%	13%	0	-5	-0.1	-7	-5%	0%	-10%
COc1ccc(-c2cc(C(=O)N3CCN(c4ccc(F)cc4)CC3)no2)cc1	-12%	4%	10	5	-0.8	4	-9%	3%	0%
CN(C)c1ncnc2c1ccn2C1OC(CO)C(O)C1O (configuration not stated)	4%	-8%	-2	-2	-5.6	-23	-9%	6%	-13%
COc1ccccc1N(CC(=O)NCc1ccc(F)cc1)C(=O)CCC(=O)Nc1ccccn1	-17%	1%	-5	-7	0.2	2	-14%	3%	14%

Screens (PubChem BioAssay)
